Source: PubChem
ALOX15B inhib – qHTS Assay for Inhibitors of 15-hLO-2 (15-human lipoxygenase 2). Polyunsaturated fatty acid lipoxygenase ALOX15B (Homo sapiens), O15296. purified 15hLO-2, xylenol orange hydroperoxide absorbance. Potency, µM (doses to about 57.1 µM), without a hit: at the highest dose activity change, negative = inhibition, usual class: inhibitors. 0.56% of 110,000 active. AID 881, 2007; also: potency is read from the fitted curve at half-maximal effect; nearly all actives have a fitted effect of over 60% in size; many of its hits are not listed in these tables
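Read-out: hydroperoxide product oxidises ferrous iron, measured as xylenol orange complex via the 573-to-405 nm absorbance ratio after 30 min. Reaction: 50 nM enzyme, 15 min compound preincubation, 45 uM arachidonic acid, 90 min RT, Hepes pH 7.5 with Triton X-100.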
IMPase inh – qHTS Assay for Identifying the Cell-Membrane Permeable IMPase Inhibitors. Inositol monophosphatase 1 (Rattus norvegicus), P97697. CHO-M1 cells, IP1 accumulation, HTRF TR-FRET ratio. inhibition (IP1 accumulation), % at 46.1 µM. 120,000 tested, under 10 active. AID 901, 2007; active = well fitted curve in the direction sought with a large enough effect in the signal ratio, not every such curve was filed as active; inconclusive = small, poorly fitted or top-dose-only effect, or a change in a side signal; inactive = no such curve, though single readings can be large or run the other way; the % refers to the signal ratio;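 also: cells stimulated with carbachol in lithium chloride buffer; plate controls were DMSO basal wells for no effect and reference inhibitor wells for full effect; higher means more IMPase inhibition seen as more IP1 and lower FRET ratio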
Target sequence (P97697 whole entry, looked up): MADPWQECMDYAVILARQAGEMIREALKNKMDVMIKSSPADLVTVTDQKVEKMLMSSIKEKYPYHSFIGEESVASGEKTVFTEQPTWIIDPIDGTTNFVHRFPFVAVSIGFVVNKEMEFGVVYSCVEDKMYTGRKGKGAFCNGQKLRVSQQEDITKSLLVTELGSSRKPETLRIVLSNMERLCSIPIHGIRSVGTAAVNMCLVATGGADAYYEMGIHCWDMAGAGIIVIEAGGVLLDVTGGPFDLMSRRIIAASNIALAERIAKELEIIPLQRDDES
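CHO-M1, 2000 cells/well, cultured 16–30 h; cpd up to 46 uM; carbachol (50 uM solution, stimulation buffer w/ 50 mM LiCl, pH 7.4), 30 min 37C; IP-One TR-FRET, 10 min RT; Ex 320/Em 665, 620; Hill-fit AC50.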
12-hLO inh – qHTS Assay for Inhibitors of 12-hLO (12-human lipoxygenase) | Polyunsaturated fatty acid lipoxygenase ALOX12 (Homo sapiens), P18054 | purified 12-hLO, xylenol orange hydroperoxide absorbance | Potency, µM (highest dose often 57.1 µM), for the others: top-dose activity change, negative = inhibition, most hits filed as inhibitors | 0.12% of 150,000 active | AID 1452, 2008; also: potency is read from the fitted curve at half-maximal effect; nearly all actives have a fitted effect of over 55% in size; many of its hits are not listed in these tables
Target sequence (P18054 whole entry, looked up): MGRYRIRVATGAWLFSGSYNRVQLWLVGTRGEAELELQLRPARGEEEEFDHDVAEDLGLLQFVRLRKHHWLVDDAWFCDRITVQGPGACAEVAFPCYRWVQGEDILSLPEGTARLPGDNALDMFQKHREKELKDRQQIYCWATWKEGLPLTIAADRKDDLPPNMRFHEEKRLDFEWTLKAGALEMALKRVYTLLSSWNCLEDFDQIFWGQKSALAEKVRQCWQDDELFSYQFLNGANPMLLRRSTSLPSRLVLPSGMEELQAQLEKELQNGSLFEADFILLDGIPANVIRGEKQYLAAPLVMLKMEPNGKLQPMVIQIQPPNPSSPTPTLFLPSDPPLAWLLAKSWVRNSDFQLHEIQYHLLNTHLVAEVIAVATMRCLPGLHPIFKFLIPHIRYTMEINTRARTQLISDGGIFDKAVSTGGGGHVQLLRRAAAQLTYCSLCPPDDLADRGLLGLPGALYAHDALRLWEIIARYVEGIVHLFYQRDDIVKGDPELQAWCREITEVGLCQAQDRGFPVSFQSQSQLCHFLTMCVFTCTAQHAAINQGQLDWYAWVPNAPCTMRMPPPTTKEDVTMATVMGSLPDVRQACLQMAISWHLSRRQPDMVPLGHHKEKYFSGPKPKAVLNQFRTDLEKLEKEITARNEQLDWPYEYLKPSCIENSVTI
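Purified human 12hLO (150 nM final) was preincubated with compounds for 15 min at room temperature in 25 mM Hepes pH 7.0, 0.01% Triton X-100, then reacted with 40 uM arachidonic acid for 30 min. Hydroperoxide was detected with ferrous iron/xylenol orange.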
PNC assembly inh – High Content Assay for Compounds that inhibit the Assembly of the Perinucleolar Compartment. PC3M PTB-GFP, PNC prevalence imaging, 16 h; hits give low values. activity change (PNC), negative = inhibition, % at 10 µM. 3.1% of 140,000 active. AID 2417, 2010;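 active = readout at or below -70, meaning at least 70% loss of cells showing the perinucleolar compartment, a nuclear body marking cancer cells; inconclusive = readout between -30 and a set limit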;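 also: plate controls were DMSO wells for no effect and camptothecin positive control wells for full effect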
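PC3M cells stably expressing PTB-GFP, 750–1000 cells/well, treated 16 h at 37 °C with compound (23 nl of library stock), in duplicate. After paraformaldehyde fixation and Hoechst stain, imaged at 20x; PNC prevalence scored by image analysis.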
Numbers without * were called inactive; ? = inconclusive; . = no result given; & = joins results of further samples; [ ] = remark or other dose. Unless noted, calls follow the shape of the dose curve; as a rule, active = well fitted curve in the direction sought with a large enough effect; inconclusive = small, poorly fitted or top-dose-only effect, or another doubt; inactive = no such curve, though single readings can be large; an effect the other way counts as inactive or inconclusive. Unless noted, % is scaled to controls: 0 for no effect and ±100 for the full control effect. The list is partial, so the mix of outcomes need not match the whole.

ALOX15B inhib	IMPase inh	12-hLO inh	PNC assembly inh	SMILES
8%	-3	-1%	-19	COCC(=O)Nc1nc2n(n1)C(c1ccccc1)CC(c1ccc(OC)cc1)N2 (centres undefined)
35%[activator]	.	-2%	.	CN(C)Cc1ccccc1-c1cncnc1NCc1ccccc1
-1%	-3	2%	3	CCc1ccc(NC(=O)CS(=O)CC(=O)NCC2OCCc3ccccc32)cc1 (centres undefined)
4%	-1	4%	80	Cn1nc(-c2ccc(C(=O)N3CCN(CCO)CC3)cc2)c2ccccc2c1=O
.	-12	0%	58	CCOCc1nc(N)[nH]c(=O)c1Cc1ccc(OC(C)C)cc1
.	.	-1%	3	CN1CCN(C(c2cccc(Cl)c2)c2ccccc2Cl)CC1 (centres undefined)
.	0	-1%	86	Cc1ccc(Cn2nc(C)c(NC(=O)CCCn3nc([N+](=O)[O-])c(Cl)c3C)c2C)cc1
0%[11.4 µM]	.	4%[11.4 µM]	.	O=C1OC(c2ccc(O)c(-c3ccccc3)c2)(c2ccc(O)c(-c3ccccc3)c2)c2c(Cl)c(Cl)c(Cl)c(Cl)c21

Part of the list above in order of number of heavy atoms, high to low:
ALOX15B inhib	IMPase inh	12-hLO inh	PNC assembly inh	SMILES
0%[11.4 µM]	.	4%[11.4 µM]	.	O=C1OC(c2ccc(O)c(-c3ccccc3)c2)(c2ccc(O)c(-c3ccccc3)c2)c2c(Cl)c(Cl)c(Cl)c(Cl)c21
.	0	-1%	86	Cc1ccc(Cn2nc(C)c(NC(=O)CCCn3nc([N+](=O)[O-])c(Cl)c3C)c2C)cc1
8%	-3	-1%	-19	COCC(=O)Nc1nc2n(n1)C(c1ccccc1)CC(c1ccc(OC)cc1)N2 (centres undefined)
35%[activator]	.	-2%	.	CN(C)Cc1ccccc1-c1cncnc1NCc1ccccc1
.	-12	0%	58	CCOCc1nc(N)[nH]c(=O)c1Cc1ccc(OC(C)C)cc1
.	.	-1%	3	CN1CCN(C(c2cccc(Cl)c2)c2ccccc2Cl)CC1 (centres undefined)

(list continues)
ALOX15B inhib	IMPase inh	12-hLO inh	PNC assembly inh	SMILES
-25%	-6	0%	-20	Cc1cc(C(=O)CSc2nnnn2-c2ccc(Cl)cc2)c(C)n1CC1CCCO1 (centres undefined)
3%	0	-4%	?	Cc1cc(NC(=O)c2cncc(Br)c2)no1
-7%	13	-1%	-1	CC(C)OC(=O)CC1=NC(=O)CS1
1%	1	0%	-2	O=C(O)C1CC=CCC1C(=O)NCCc1cccc(Cl)c1 (centres undefined)
6%	-11	-1%	29	CCCC(=O)NCCCCNC(=O)CCC
50%[activator]	10	2%	9	COc1ccc(C(=O)N/N=C/c2cccc3cccnc23)cc1
1%	0	-3%	?	CC(C)=C(NC(=O)c1ccccc1)C(=O)NCCCC(=O)O
.	.	-4%	0	COc1ccc(CC(=O)Nc2ccccc2C(=O)N2CCOCC2)cc1
32%[activator]	13	-3%	?	CCN1CCN(c2ncc(C(=O)Nc3cc(Cl)ccc3OC)c3ccccc23)CC1
-8%	3	-3%	49	Cc1ccc(S(=O)(=O)N2CCC(CN3C(=O)c4cccc5cccc(c45)C3=O)CC2)cc1
-6%	-3	-3%	-1	COc1ccc(COCC(O)CN2CC(C)OC(C)C2)cc1OC (centres undefined)
.	.	-4%	20	CCOC(=O)c1[nH]cnc1N=Nc1c(O)ccc2ccccc12
8%	-2	-1%	14	C=CCn1c(SCc2nc3ccccc3[nH]2)nnc1-c1ccncc1
-8%	-16	-4%	65	CCCCOC(=O)C1CCC[C@@H](C)N1 (some centres undefined)
2%	3	-2%	25	CC(=O)Oc1ccccc1C(=O)Oc1ccc(/C=N/n2cnnc2)cc1
.	.	-14%	-1	COc1cc(OC)cc(-c2nc3ccccc3c(=O)n2OC(=O)c2ccc(C)c(C)c2)c1
.	8	-2%	?	C/C(=N\NC(=O)OC(C)(C)C)c1cccc([N+](=O)[O-])c1
.	.	0%	69	Cc1ccccc1NC(c1cccc(Cl)c1)c1nnnn1C1CCCCC1 (centres undefined)
?	12	4%	-9	CCC(=O)N(C)/C=C1\Sc2ccccc2C1=O
-3%	-3	-2%	-1	Cc1ccc(S(=O)(=O)N(C)Cc2nc(-c3ccccn3)no2)cc1
-1%	-6	-1%	-7	Cc1occc1C(=O)Nc1cccnc1
0%	0	-4%	24	CC1CCN(C(=O)CCc2ccc(S(=O)(=O)NC(C)(C)C)cc2)CC1
.	.	-16%	-2	O=C(NNc1cccc(Cl)c1)c1cccnc1Cl
1%	7	10%	17	COc1cc(-c2nc3cnccc3n2C)cc(OC)c1OC
.	-1	3%	-17	CCOC(=O)c1cccc(P(C)(C)=O)c1
0%	5&-3	-1%	?	Cc1cc(C)c(NC(=O)CN(c2ccccc2)S(=O)(=O)N(C)C)c(C)c1
-16%	0	-5%	41	CC1(C(=O)CSc2nc3ccccc3s2)CCC(=O)O1 (centres undefined)
5%	-2	-1%	-29	Cc1ccc2c(c1)[C@H]1OCC[C@H]1[C@@H](c1ccncc1)N2
2%	3	1%	?	CCOC(=O)C(NCc1ccccc1OC)(NC(=O)c1ccccc1)C(F)(F)F (centres undefined)
-1%	-25	-4%	?	O=C(OCn1ncc(Br)c(Br)c1=O)c1c(F)cccc1F
1%	-3	4%	3	CC(=O)c1c(N)nc2n(c1=O)CCCCC2
.	.	-8%	?	N#CC1=C(S)N(c2ccccc2)C(c2ccc(-c3cccc(Cl)c3)o2)NC1=O (centres undefined)
-4%	8	-5%	?	CSc1nc2c(c(=O)n1Cc1ccccc1)SC(C)C2 (centres undefined)
.	-6	-2%	-8	COc1cc(C2CC(=O)c3c(ccc4ccccc34)N2)ccc1O (centres undefined)
4%	9	1%	-5	CC(=O)c1ccc(OCCCC(=O)OCC(=O)N2CCN(c3ccccc3)CC2)cc1
-5%	1	-2%	45	Cc1nc2ccccc2n1CCc1nc2c3ccccc3nc(SCC#N)n2n1
.	?	1%	0	O=c1cc(N2CCc3ccccc3C2)[nH]c(=O)n1Cc1ccc(F)cc1
.	.	3%	?	O=C(NCc1ccccn1)c1cc(-c2ccc(Cl)cc2)nc2ccccc12
-8%	8	-3%	-23	O=C1C2C(C(=O)N1CCc1ccccc1)C1C=CC2C12CC2 (centres undefined)
-10%	18	-3%	-2	C=CCn1c(C)cc(C(=O)CSc2nnc(-c3cccc(S(=O)(=O)N(CC)CC)c3)o2)c1C
5%	-2	8%	?	Cc1ccc(NC(=O)COC(=O)CCC(=O)c2cccs2)cc1S(=O)(=O)N1CCOCC1
-5%	-1	-4%	?	Cc1[nH]c(=O)[nH]c(=O)c1S(=O)(=O)N1CCCC(C(=O)NCCc2ccccc2)C1 (centres undefined)
3%	2	2%	?	CCOC(=O)c1c(C)n(C)c2ccc(OC)c(NC(=O)CN3CCN(C4CCCCC4)CC3)c12
.	.	-3%	?	Cc1ccc(C(=O)N/C(=C/c2ccco2)C(=O)NCC2CCCO2)cc1 (centres undefined)
-7%	4	-5%	?	COc1ccc(-c2[nH]c(-c3cccc(OC)c3)nc2SCC(=O)NCc2ccco2)cc1
.	-1	8%	389	CCCCn1c(SCC(=O)N2c3ccccc3Sc3ccccc32)nc2c1c(=O)n(C)c(=O)n2C
-27%	0	-10%	?	COc1ccc2cc(C(c3nnnn3C(C)(C)C)N3CCc4ccccc4C3)c(=O)[nH]c2c1 (centres undefined)
.	4	0%	?	CC(=O)CCc1c(C)nc2ccc(C(=O)O)cc2c1Cl
1%	7	-1%	23	O=C1CC(C(=O)O)c2ccccc2N1 (centres undefined)
17%	-13	-7%	?	Cc1ccc(C2CC(c3ccc(C)cc3)n3nc(N)nc3N2)cc1 (centres undefined)
.	.	-1%	-16	O=C(Cc1ccc(Cl)cc1)Nc1ccc(SC(F)F)cc1
9%	5	-2%	23	CCC12CN3CC(CC)(CN(C1)C3c1ccc(OC(C)C)cc1)C2=O (centres undefined)
-10%[11.4 µM]	-1[1.84 µM]	-2%	?	CC(=O)c1ccc(N2CCN(C(=S)Nc3ccccc3)CC2)cc1
-2%	2	-3%	-24	COc1ccccc1N1CCN(C(=O)c2cc(C3CC3)on2)CC1
1%	-2	-5%	-23	O=C(C1CCCO1)N1CCN(c2c3c(nc4cc(-c5ccc(F)cc5)nn24)CCC3)CC1 (centres undefined)
5%	4	2%	27	COc1cc(C2N(c3ccc(Cl)cc3)C(=O)C3CCCN32)cc(OC)c1OC (centres undefined)

The listing continues:
ALOX15B inhib	IMPase inh	12-hLO inh	PNC assembly inh	SMILES
29%	-6	7%	47	Cc1ccccc1-c1nc(CN2CCC(C(=O)NCCCN3CCOCC3)CC2)c(C)o1
1%	3	2%	40	CC(C)COc1ccc2[nH]c3c(c2c1)CCCC3=O
.	.	?	?	COc1ccc(/C(C)=N/NC(=S)NCc2ccco2)cc1
-2%	0	0%	-12	CCOC(=O)c1ccc(N2C(=O)c3n[nH]c(C)c3C2c2ccc(OC)c(OC)c2)cc1 (centres undefined)
?	7	-21%	.	C=CCN1CCc2c(cc(O)c(O)c2Cl)[C@H](c2ccccc2)C1
1%	-2	1%	-23	Cc1ccc(C(=O)NNC(=O)C2CCN(c3nccc(C)n3)CC2)cc1
-9%	10	0%	?	COc1ccc(S(=O)(=O)NCc2ccccc2)cc1
.	.	1%	?	C/C(CC(=O)NCCCN1CCOCC1)=N\NC(=O)COc1cccc2ccccc12
-13%	7	-8%	5	CCOc1ccc(NC(=O)c2cn(-c3ccc(OCC)cc3)c(=O)c3cc(OC)c(OC)cc23)cc1
-11%	12	-3%	37	O=C(CSc1nnc(Nc2ccccc2)s1)Nc1ccc(S(=O)(=O)N2CCOCC2)cc1
.	.	-2%	36	CC1(C)CC(=O)C2=C(C1)N(c1ccc(F)cc1)C(=O)C2(NC(=O)c1ccccc1F)C(F)(F)F (centres undefined)
-11%	6	-9%	-85*	Cc1cc(=O)oc2cc(OCC(=O)N3c4ccccc4CC3C)ccc12 (centres undefined)
.	.	1%	22	O=C(COC(=O)C12CC3CC(CC(C3)C1)C2)Nc1nc2c(F)c(F)c(F)cc2s1
-3%	9	-19%	-25	Cc1ccc(CN2C(=O)CCSc3ccc(Cl)cc32)cc1
-1%	-17	-7%	24	COc1cccc(C2=NC(C)(C)NC(c3ccccc3O)C2)c1 (centres undefined)
.	-1	6%	-20	CCOC(=O)/C(=N\Nc1ccccc1Cl)N1CCN(C)CC1

Part of the list above, showing only 12-hLO inh.
| molecule | 12-hLO inh |
| --- | --- |
| O=C(CSc1nnc(Nc2ccccc2)s1)Nc1ccc(S(=O)(=O)N2CCOCC2)cc1 | -3% |
| Cc1cc(=O)oc2cc(OCC(=O)N3c4ccccc4CC3C)ccc12 (centres undefined) | -9% |

(listing goes on)
ALOX15B inhib	IMPase inh	12-hLO inh	PNC assembly inh	SMILES
4%	-1	-7%	?	Cc1cc(C(=O)OCC(=O)N2CC(=O)Nc3ccccc32)no1
-1%	-3	0%	-103*	COc1ccc(NC(=O)CCc2nc(-c3ccc(C)cc3)no2)c(OC)c1
-3%	-1	-4%	?	NC(=O)C1CC(=O)N(c2ccc(OCC(=O)Nc3cccc(C(F)(F)F)c3)cc2)C1 (centres undefined)
-1%	1	0%	?	Cc1cc(C)c(C(=O)OCCNC(=O)c2cccnc2)cc1C
-19%	7	-16%	-15	CN(C)c1ccc(NC(=O)CSCc2nc3c(nnn3Cc3ccc(F)cc3)c(=O)[nH]2)cc1
2%	9	-4%	34	Clc1ccc(SCCCCn2cncn2)cc1
1%	4	-3%	?	CC(=O)N(Cc1cc2cc(C)c(C)cc2n2nnnc12)CC1COCCO1 (centres undefined)
